NPY2 pot ag: human NPY-Y2 potentiation or agonism, primary screen. cells expressing NPY-Y2, potentiator/agonist read-out. activation, % at 3.6 µM. hit rate 0.45% among 220,000; in the data active means activation above about 27%;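 further: cells stimulated with NPY near EC25 plus isoproterenol at EC100; 0% = vehicle plus submaximal agonist and 100% = vehicle plus saturating agonist; some results beyond the cut were filed as inactive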
Target sequence (P49146 whole entry, looked up): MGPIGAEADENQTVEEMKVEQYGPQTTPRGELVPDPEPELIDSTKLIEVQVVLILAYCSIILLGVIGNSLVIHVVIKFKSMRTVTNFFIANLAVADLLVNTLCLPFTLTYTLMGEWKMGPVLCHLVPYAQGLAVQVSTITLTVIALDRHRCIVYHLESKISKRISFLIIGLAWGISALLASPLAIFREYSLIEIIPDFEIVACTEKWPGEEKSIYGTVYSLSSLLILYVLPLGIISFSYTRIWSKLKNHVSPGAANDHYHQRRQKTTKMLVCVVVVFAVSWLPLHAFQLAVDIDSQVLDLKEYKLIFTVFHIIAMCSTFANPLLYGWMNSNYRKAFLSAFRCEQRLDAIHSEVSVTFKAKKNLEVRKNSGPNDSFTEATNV
NCF1 inh: blocks human p47phox regulatory protein of NADPH oxidases. hit rate 0.53% among 220,000. inhibition, % at 24.7 µM. p47phox/p22phox peptide binding, fluorescence polarization, 2 h;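 active means inhibition above about 30%, limit read from the data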;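 further: 0% = p47phox with labelled peptide and 100% = labelled peptide alone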
Target sequence (P14598 whole entry, looked up): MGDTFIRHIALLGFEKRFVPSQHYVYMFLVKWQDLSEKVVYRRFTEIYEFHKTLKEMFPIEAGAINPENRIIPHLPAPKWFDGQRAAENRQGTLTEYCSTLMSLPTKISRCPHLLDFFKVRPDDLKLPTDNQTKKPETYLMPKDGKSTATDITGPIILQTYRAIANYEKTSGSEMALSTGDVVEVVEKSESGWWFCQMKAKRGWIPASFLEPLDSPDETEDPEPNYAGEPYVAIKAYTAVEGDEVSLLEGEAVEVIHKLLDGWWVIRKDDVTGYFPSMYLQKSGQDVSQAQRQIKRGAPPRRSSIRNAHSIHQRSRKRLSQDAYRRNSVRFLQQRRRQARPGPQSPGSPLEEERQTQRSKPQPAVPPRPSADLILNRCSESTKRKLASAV
Ba/F3 V617F tox: reduce viability of Ba/F3 cells dependent on JAK2V617F. hit rate 1.1% among 220,000. Ba/F3 EpoR-JAK2V617F viability, ATP luminescence. inhibition, % at 5.6 µM;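 active means inhibition above the campaign mean plus 3 SD over all tested compounds, cut at about 24% in these data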;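 further: cytokine-independent growth of Ba/F3 cells driven by EpoR plus mutant JAK2; 0% = DMSO-treated cells and 100% = JAK inhibitor I control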
NPY1 pot ag: potentiates or activates human NPY-Y1 receptor. P25929. NPY-Y1 expressing cells, potentiator/agonist activation. activation, % at 3.6 µM. hit rate 0.37% among 220,000; in the data active means activation above about 33%, passing the limit was not always enough;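 further: cells stimulated with NPY at EC10 then isoproterenol at EC100; 0% = low agonist plus stimulus and 100% = saturating agonist plus stimulus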
S1P4 ag: activates the human S1P4 receptor | O95977 | S1P4-expressing cell line, agonist reporter assay | activation, % at 4.98 µM | hit rate 0.35% among 220,000 | AID 1509; in the data active means activation above about 11%;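 further: 0% = DMSO vehicle and 100% = reference agonist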
CHOP inh: inhibitors of CHOP induction in ER stress response; CHO-K1 CHOP-promoter luciferase, tunicamycin-induced, 15-18 h; inhibition, % at 10 µM; hit rate 3.8% among 220,000; AID 2732;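 active means compounds that reduced the stress-induced luciferase reporter signal by more than about 70% of percent inhibition, limit read from the data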;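 further: 0% = tunicamycin plus vehicle and 100% = wells without tunicamycin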
S1P4 antag: human S1P4 receptor antagonism; S1P4-expressing cells, antagonist mode, reporter read-out; AID 1510; hit rate 0.26% among 220,000; inhibition, % at 4.98 µM; in the data active means inhibition above about 29%;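 further: 0% = wells stimulated with agonist and 100% = vehicle wells without agonist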
NPY Y1 blocker: antagonists of human neuropeptide Y receptor Y1; P25929; inhibition, % at 3.6 µM; HEK293-CNG Y1 cells, membrane potential fluorescence; NPY at EC95, then isoproterenol; hit rate 1% among 200,000; AID 1040;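 active means inhibition above the campaign mean inhibition of all tested compounds plus 3 SD, cut at about 20% in these data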;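 further: 0% = DMSO wells given NPY plus isoproterenol and 100% = isoproterenol alone without NPY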
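System: HEK293 cells with Y1 receptor plus CNG channel / Probe or stimulus: NPY 25 nM then isoproterenol 1 µM plus Ro 20-1724 25 µM / Compound: one concentration, 3.6 µM, in 0.4% DMSO / Schedule: compound incubation 1 h at room temperature, readout 45 min post-stimulation / Measured by: membrane potential fluorescence / Read-out: % inhibition of NPY effect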
BaF3 parental: counter-screen for JAK2V617F inhibitors: parental Ba/F3 viability inhibitors | hit rate 1.1% among 220,000 | inhibition, % at 5.6 µM | CellTiter-Glo ATP luminescence;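 active means inhibition above a per-campaign cutoff, the mean inhibition of all tested compounds plus 3 SD, cut at about 27% in these data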;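 further: 0% = DMSO wells and 100% = JAK Inhibitor I control wells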
Active calls of the source: *; . = no result given.

SMILES	NPY2 pot ag	NCF1 inh	Ba/F3 V617F tox	NPY1 pot ag	S1P4 ag	CHOP inh	S1P4 antag	NPY Y1 blocker	BaF3 parental
O=c1c(Cl)c(NCc2ccccc2Cl)cnn1C12CC3CC(CC(C3)C1)C2	7	-8	-1	-18	3.2	63	-10	3	2
Cc1ccc(C)c(NC(=O)c2nnn(Cc3ccccc3)c2N)c1	14	-3	-4	-5	0.8	52	-3	-7	5
O=C(N/N=C/c1ccc([N+](=O)[O-])o1)c1ccccc1NS(=O)(=O)c1cccs1	8	11	0	9	-0.9	5	12	.	1
CC(=O)CSc1ccc(-c2nc3cc(C)c(C)cc3[nH]2)cn1	-5	5	-1	6	2.0	47	-36	6	0
O=C(CC1SC(=O)NC1=O)Nc1ccc(Cl)cc1 (stereo not given)	3	1	0	12	1.1	4	2	-4	6
CCNc1nc(Cl)nc(NCCOc2ccc(C)cc2)n1	7	-2	-2	-29	1.0	53	-6	2	2
Cc1ccsc1C(=O)Nc1cccc(S(=O)(=O)N(C)C)c1	-4	-2	0	-15	2.7	11	12	2	2
O=C(Nc1ccc(F)cc1Cl)c1ccc2c(=O)n3c(nc2c1)CCCCC3	13	-3	1	0	2.7	-9	-6	-4	8
CCn1c(-c2ccc(C(C)(C)C)cc2)n[nH]c1=S	-8	-6	0	-15	0.7	67	-18	7	4
CC(NC(=O)C12CC3(C)CC(C)(CC(C)(C3)C1)C2)C(=O)O (stereo not given)	10	3	-1	11	0.2	21	5	-7	2
CNc1ccccc1C(C)(C)c1cc(-c2ccco2)n[nH]1	-1	-8	3	32	0.9	-12	7	0	6
O=C(Nc1nccs1)c1cc(S(=O)(=O)N2CCOCC2)c(Cl)cc1Cl	-16	-11	3	18	-0.3	-18	-1	-3	5
CCOc1ccccc1-n1c(SCC(=O)NCc2ccco2)nnc1-c1ccncc1	11	-5	-3	14	-0.7	11	6	6	0
c1ccc(CNc2nc(NCc3ccccc3)c3ccccc3n2)cc1	-4	88*	8	3	-1.1	33	17	.	3
O=C(CN1C(=O)c2ccccc2C1=O)NCC1COc2ccccc2O1 (stereo not given)	-16	-8	4	-28	3.5	-1	-9	7	2
CCNC(=S)NNC(=O)c1ccc(=O)n(Cc2ccccc2)c1	-9	-5	4	1	-2.4	-11	-10	-2	6
N#C/C(=C/c1ccc(N2CCCCC2)o1)c1cccc(F)c1	-3	-25	3	-13	2.1	103*	-5	6	6
CCCOc1ccc(N2CC(C(=O)Nc3ccccc3F)CC2=O)cc1 (stereo not given)	-5	1	-3	-3	-0.8	3	6	-2	0
Cc1ccc(NCc2nnc(SCC(=O)Nc3ncc(C)s3)n2Cc2ccco2)c(C)c1	7	-12	0	11	0.2	94*	-15	2	3
C(=Nc1cccc2c(N=Cc3ccco3)cccc12)c1ccco1	0	-4	4	-17	-0.2	-55	-4	-3	10
O=C(c1cc(-c2ccc(Cl)cc2Cl)on1)N1CCN(C(=O)c2ccco2)CC1	-17	-44	1	-38	0.3	-4	-17	10	6
CCn1c(SCC(=O)Nc2ccc(NC(C)=O)cc2)nnc1C1CC1	4	4	0	-1	0.8	16	-3	4	7
CC(=O)/C(N=Nc1ccc2c(c1)OCCO2)=C(\C)O	5	-8	3	10	0.1	58	-29	3	7
Cc1cc(Sc2nc(N(C)C)nc(N(C)C)n2)nc(Cl)n1	-6	6	6	-2	1.2	45	-2	-1	6
O=C1c2ccccc2C(Nc2ccc(S(=O)(=O)N3CCOCC3)cc2)N1c1cccnc1 (stereo not given)	-8	-5	-2	-16	-0.5	-21	-2	-2	3
COc1cccc(OCc2cc(/C=N/NC(=O)c3ccn[nH]3)ccc2OC)c1	-3	-64	4	8	-0.3	9	-26	0	4
Cc1ccc(C)c(NC(=O)C2CC(Cl)=CCC2C(=O)O)c1 (stereo not given)	13	-1	-5	-5	-1.7	-21	-11	-2	2
O=C(O)CCC(=O)Nc1nc2ccc([N+](=O)[O-])cc2s1	0	-3	3	-22	0.0	-8	-3	-1	4
COc1ccc(C2NC(=S)NC3=C2CCc2ccccc23)cc1OC (stereo not given)	15	-9	-3	-1	0.1	24	-5	-1	5
CCOC(=O)CC1C(=O)NCCN1S(=O)(=O)c1cc(Cl)c(Cl)cc1Cl (stereo not given)	5	-1	0	-11	1.1	9	-14	4	3
CCN1CCN(c2nc3ccccc3n3cnnc23)CC1	-25	3	0	-10	-0.7	-1	-8	.	1
CSc1cccc(NC(=O)CN(Cc2ccc(Cl)cc2)S(C)(=O)=O)c1	7	-7	-1	-11	-5.7	93*	13	7	7
CN(C(=O)c1ccccc1C(=O)OCC(=O)NCc1cccs1)C1CCCCC1	-17	-1	0	-5	1.8	21	-10	2	6
COc1cc(S(=O)(=O)N2CCCCCC2)ccc1-n1cnnn1	-29	7	3	-48	0.7	9	4	-1	4
O=C(c1cccc([N+](=O)[O-])c1)N1CCN(C/C=C/c2ccccc2)CC1	10	5	3	-2	0.2	-4	2	.	3
CCCn1c(=O)c2ccccc2n2c(SCC(=O)c3ccc(CC)cc3)nnc12	2	-3	-2	20	-1.0	26	-3	2	4
Cc1nc2ccc(N)cc2c(=O)n1Cc1ccc(Cl)cc1	11	-11	-5	1	-2.0	-3	-14	0	1
CC(C)(C)CC(=O)Nc1ccc(Nc2ccccc2)cc1	-2	2	1	-6	-1.7	-1	-6	5	5
COc1ccc(C2(C(=O)Nc3ccc(C(=O)N4CCOCC4)cc3)CCOCC2)cc1	-1	-7	-1	-1	3.3	-7	-12	0	0
CC(=O)Nc1ccc(S(=O)(=O)N2C(=O)c3cccc4cccc2c34)cc1	13	8	-3	16	-0.2	22	0	.	-3
COCCNC(=O)c1cnn2c(C(F)F)cc(-c3ccccc3)nc12	-7	-8	-4	5	1.7	10	-6	15	0
Cc1cc(/C=N/n2cnnc2)c(C)n1-c1ccc(Cl)cc1Cl	-6	-12	-5	8	-3.0	31	-50	6	2
C=CCn1c2ccccc2c2nnc(SCCCn3c(=O)[nH]c4ccccc43)nc21	-14	-1	-5	-23	2.1	30	-37	2	0
COC(=O)C(C)Sc1ccc2nnc(CCNS(=O)(=O)c3ccccc3)n2n1 (stereo not given)	2	.	1	7	-1.1	12	-1	-3	6
CCCC(C)c1nnc(NC(=O)c2cc(C(=O)OC)cc([N+](=O)[O-])c2)s1 (stereo not given)	17	-3	-2	7	-0.7	51	-10	-1	6
Cc1nnc(C)c2c(C)n(-c3ccc4ncccc4c3)c(C)c12	0	-4	4	2	1.9	-24	0	1	6
Cc1sc(NC(=S)NC(=O)C(C)(C)C)c(C(N)=O)c1C	4	-18	-3	10	0.9	20	1	-2	2
NC(=O)N/N=C/c1ccc(-c2ccc([N+](=O)[O-])cc2)o1	14	-1	-1	1	-1.5	-4	10	.	4
Cc1noc(C)c1S(=O)(=O)N1CCCC(C(=O)NC2CCCCC2)C1 (stereo not given)	-11	-12	1	3	-5.2	8	3	3	7
C(=N\Nc1nc(Nc2ccccc2)nc(N2CCOCC2)n1)/c1c[nH]c2ccccc12	20	-13	78*	45	-0.2	43	18	-2	67*
CCOC(=O)c1ccc(NC(=O)CSc2ncccn2)cc1	23	-3	-2	12	0.6	2	0	-2	1
COc1ccccc1NC(=O)COC(=O)c1ccccc1OCC(=O)Nc1ccc(SC(F)F)cc1	5	-12	-3	-24	-0.7	-6	-10	-2	6
O=C(Nc1ccccc1N1CCN(C(=O)c2ccccc2)CC1)c1cc2ccccc2o1	16	-10	-5	0	-1.7	98*	-18	5	3
O=C(O)c1ccccc1/C=N/N1CCN(C2c3ccccc3-c3ccccc32)CC1	-5	0	1	-9	-1.0	6	2	-3	1
Cc1ccc(OCC(=O)NCCN2CCCC2)cc1	0	-11	2	8	1.9	12	-10	-4	1
CC(=O)N1c2ccccc2C(C)(C)C2CCC(C)CC21 (stereo not given)	-5	-1	-3	-13	-0.5	64	2	2	0
CN(C)c1ccc(/C=N/NC(=O)C(O)(c2ccccc2)c2ccccc2)o1	-2	-17	2	0	-3.6	46	-10	1	3
CCCOc1ccc(-c2nnn(CC(=O)c3ccc4c(c3)OCCO4)n2)cc1	14	-52	-1	-6	-1.3	19	0	0	2
O=C(CSc1nnc2ccccn12)NCc1ccc2c(c1)OCO2	6	-2	1	-5	-0.7	-1	-12	-3	4
O=C(CN1CCN(S(=O)(=O)c2ccc(Br)cc2)CC1)N/N=C/c1cc([N+](=O)[O-])ccc1Cl	18	-5	-2	13	2.3	10	-22	-1	8
Later entries:
SMILES	NPY2 pot ag	NCF1 inh	Ba/F3 V617F tox	NPY1 pot ag	S1P4 ag	CHOP inh	S1P4 antag	NPY Y1 blocker	BaF3 parental
CCc1ccc2c(COn3nnc4ccc(S(=O)(=O)N(C)C)cc43)cc(=O)oc2c1	2	-13	-3	-23	0.9	-9	-6	-6	2
NC(=O)NNC(=S)Nc1cccc2ccccc12	8	-10	-1	-4	0.9	19	2	-3	-2
Cc1cccc(S(=O)(=O)NNC(=O)Cc2cccn2C)c1	2	-2	-3	-17	1.8	-7	-11	3	-1
COc1cccc(CCc2nnc(CCC(=O)NC(C)c3c(C)nn(C)c3C)o2)c1 (stereo not given)	1	4	0	11	1.3	12	4	-7	4
O=C(C[n+]1ccc(C(=O)N/N=C/c2ccc(O)cc2)cc1)c1ccccc1	1	-74	0	-14	-2.9	16	-4	-1	5
NC(=O)CCN1CCN(Cc2cn[nH]c2-c2cccc3ccccc23)CC1	-16	3	-1	21	-0.7	6	-6	-1	1
COc1cc(C2C3=C(CCCC3=O)Nc3[nH]n(-c4ccccc4)c(=O)c32)ccc1O (stereo not given)	2	6	-2	18	-1.2	-31	-10	1	3
COCC(=O)N(CCc1ccc(OC)c(OC)c1)Cc1nc2ccccc2c(=O)[nH]1	10	-7	-5	-24	0.8	-27	-14	3	0
C/C(CC(=O)Nc1ccc(N(C)C)cc1)=N\NC(=O)Cc1csc(N)n1	15	5	2	3	-0.2	24	-20	-3	6
CC(C)(C)C1CCC(=O)C(C2(O)C(=O)Nc3ccccc32)C1 (stereo not given)	6	-68	3	-8	-0.2	12	5	-1	4
CSC(=NNC(=O)c1ccc(O)cc1)SC	7	-4	-4	7	0.7	-26	0	-1	-1
COc1ccc(S(=O)(=O)N2CCC(C(=O)N3CCOCC3)CC2)cc1	0	5	-2	14	0.6	10	-3	-4	3
CCNc1nc(SC(C(C)=O)C(C)=O)nc(N(C)C)n1	1	-14	-1	1	2.4	7	-27	-4	2
Cc1cc(C)nc(NC(=O)CSc2nnnn2-c2ccccc2)n1	-7	-1	-1	-2	-1.4	45	6	1	7
C=CCN(CC(=O)NCC1CCCO1)C(=O)CCC(=O)Nc1cc(C)on1 (stereo not given)	13	-7	-4	-3	-1.4	13	-8	0	93*

High-throughput results (PubChem BioAssay)
